Tb PFK inh: qHTS Assay to Find Inhibitors of T. brucei phosphofructokinase | ATP-dependent 6-phosphofructokinase (Trypanosoma brucei brucei), O15648 | T. brucei PFK, ADP-Glo luminescence | Potency, µM (top dose mostly 57.5 µM), without a hit: at the highest dose activity, negative = inhibition, hits mostly inhibitors | 330,000 compounds, 0.17% hits | AID 485367, 2010;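 further: potency means the concentration at half of the fitted maximal effect; 0% = uninhibited 1x PFK enzyme wells and -100% = no-enzyme wells; nearly all actives have a fitted effect of over 60% in size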
Target sequence (O15648 whole entry, looked up): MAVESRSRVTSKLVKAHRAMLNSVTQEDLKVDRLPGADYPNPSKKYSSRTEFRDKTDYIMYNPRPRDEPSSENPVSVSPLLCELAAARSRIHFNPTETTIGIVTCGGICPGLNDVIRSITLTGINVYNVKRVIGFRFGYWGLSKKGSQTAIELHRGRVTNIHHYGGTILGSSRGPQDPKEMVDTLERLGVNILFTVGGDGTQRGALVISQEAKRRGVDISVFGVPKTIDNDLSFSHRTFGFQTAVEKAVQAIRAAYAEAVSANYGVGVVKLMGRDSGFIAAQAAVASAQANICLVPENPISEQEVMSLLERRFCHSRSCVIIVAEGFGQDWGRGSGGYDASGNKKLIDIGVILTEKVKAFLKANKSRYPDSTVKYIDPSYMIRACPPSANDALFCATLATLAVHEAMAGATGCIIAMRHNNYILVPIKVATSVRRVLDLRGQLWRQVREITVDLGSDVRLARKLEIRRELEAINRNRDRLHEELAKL
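ADP-Glo luminescence quantified ADP after 45 min at room temperature, with 1.25 nM T. brucei PFK, 0.1 mM ATP and 0.5 mM fructose-6-phosphate in pH 8.0 TEA buffer. qHTS titrations up to 57 µM; curves classified by quality.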
FBPA coupling cs: qHTS Assay for Inhibitors of Fructose-1,6-bisphosphate Aldolase from Giardia Lamblia: Coupling assay counterscreen. AID 2472, 2010. activity change, negative = inhibition, % at 58.2 µM, hits read low. 290,000 compounds, 0.67% hits. coupling enzyme system counterscreen, AmpLite Red fluorescence; in the data active means activity change below about -30%; further: on the % scale 0 is the no-effect control and ±100 the full control effect
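Final compound at 57.5 uM, incubated 10 min at RT with coupling enzyme reagent (glyceraldehyde-3-phosphate), then 20 min with substrate and AmpLite Red detection. Fluorescence read at 525/598 nm; tests interference with the coupling assay, not aldolase inhibition.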
CXXC DNA block: qHTS Fluorescence Polarization Assay for Inhibitors of MLL CXXC domain - DNA interaction; MLL-CXXC / FITC-HOXA9 DNA fluorescence polarization; Potency, µM (top dose mostly 115 µM), without a hit: top-dose activity change, negative = inhibition, usual class: inhibitors; 290,000 compounds, 0.037% hits; AID 2662, 2010; active means well fitted inhibition curve with a large enough effect in the polarisation, with a control signal flat, not every such curve was filed as active; inconclusive means small, poorly fitted or top-dose-only effect, or effect the other way, or a change in a side signal; inactive means no such curve, though single readings can be large or run the other way; the % refers to the polarisation; further: potency means the concentration at half of the fitted maximal effect
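Steps: dispense CXXC domain solution (7 uM) → pin compounds or unlabeled HOX-A9 DNA control → 5 min ambient → add FLSN-HOX-A9 solution (50 nM) → spin → 30 min ambient → fluorescence polarization. Tris pH 7.5/NaCl/DTT/BSA buffer.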
BCR signal inh: qHTS Assay to Find Inhibitors of Chronic Active B-Cell Receptor Signaling. AID 493014, 2011. ABC-DLBCL IkBa-CBG/CBR reporter, luminescence ratio, 4 h. 340,000 compounds, 0.05% hits. Potency, µM (series often up to 46.1 µM), for inactives: at the top dose ratio change, negative = lower green/red ratio, hits mostly inhibitors; active means well fitted inhibition curve with a large enough effect in the signal ratio, with a control signal flat, not every such curve was filed as active; inconclusive means small, poorly fitted or top-dose-only effect, or effect the other way, or a change in a side signal; the % refers to the signal ratio;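 further: potency means the concentration at half of the fitted maximal effect; plate controls were basal doxycycline-induced cells for no effect and cells given 10 µM MG132 for full effect; MG132 reads +100%, hits lower the ratio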
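Concentration-response series (up to 46 uM) were applied to TMD8 dual-reporter cells for 4 h at 37C with doxycycline. Green/red ratio, after filter-overlap correction, defined %Activity; red signal alone was normalised to basal cells and zero luminescence.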
KCNH2 WT inh: qHTS for Inhibitors of KCHN2 3.1: Wildtype qHTS; Voltage-gated inwardly rectifying potassium channel KCNH2 (Homo sapiens), Q12809; U2OS, BacMam KCNH2, thallium flux FluxOr; hits give low values; activity change, % at 1.84 µM; 340,000 compounds, 0.37% hits;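 active means maximum activity change below -70%; inconclusive means maximum activity change between -70% and -50%; inactive means maximum activity change above -50%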; further: on the % scale 0 is the no-effect control and ±100 the full control effect
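U2OS cells were transduced with wild-type KCNH2 virus (2.03 x 10^8 / mL) for 4 h at room temperature, then cultured overnight at 37 C. Thallium flux was read with FluxOr dye. Rate constants were normalized to DMSO controls.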
TSHR antag: Antagonists of the Thyroid Stimulating Hormone Receptor: HTS campaign; Thyrotropin receptor (Homo sapiens), P16473; TSHR-expressing cells, TSH-stimulated cAMP HTRF, 2 h; hits give low values; activity change, negative = inhibition, % at 11.5 µM; 330,000 compounds, 0.2% hits;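 active means activity change below a set negative limit, meaning inhibition stronger than a set level, cut at about -70% in these data; inconclusive means activity change between two set negative limits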; further: on the % scale 0 is the no-effect control and ±100 the full control effect
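Cell-based HTRF cAMP assay; TSHR cells + compound, TSH EC80 (4nM final), 2 h, 37 deg C. Lysis with anti-cAMP cryptate and cAMP-d2, 30 min RT, read 665/620 nm.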
TCR activator: Activators of T cell receptors: qHTS campaign; Potency, µM (titrated, usually from 9.22 µM), for the others: at the top dose activation of IL-2 secretion, hits mostly activators; primary human leukocytes, anti-CD3, IL-2 HTRF, 48 h; 330,000 tested, under 10 active; further: % of control where 0% means no effect
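1) Mix primary human leukocytes, a-CD3 beads and compound. 2) Incubate 48 hr. 3) Add HTRF IL-2 reagents (a-IL-2-K, a-IL-2-d2).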
GALK inhibitor: qHTS Assay for Inhibitors of Human Galactokinase (GALK). Purified GALK, Kinase-Glo residual ATP luminescence. Potency, µM (top dose mostly 57.5 µM), inactives show top-dose activity change, negative = inhibition, actives largely listed as inhibitors. P51570. 270,000 compounds, 0.007% hits; further: potency means the concentration at half of the fitted maximal effect; on the % scale 0 is the no-effect control and ±100 the full control effect
Target sequence (P51570 whole entry, looked up): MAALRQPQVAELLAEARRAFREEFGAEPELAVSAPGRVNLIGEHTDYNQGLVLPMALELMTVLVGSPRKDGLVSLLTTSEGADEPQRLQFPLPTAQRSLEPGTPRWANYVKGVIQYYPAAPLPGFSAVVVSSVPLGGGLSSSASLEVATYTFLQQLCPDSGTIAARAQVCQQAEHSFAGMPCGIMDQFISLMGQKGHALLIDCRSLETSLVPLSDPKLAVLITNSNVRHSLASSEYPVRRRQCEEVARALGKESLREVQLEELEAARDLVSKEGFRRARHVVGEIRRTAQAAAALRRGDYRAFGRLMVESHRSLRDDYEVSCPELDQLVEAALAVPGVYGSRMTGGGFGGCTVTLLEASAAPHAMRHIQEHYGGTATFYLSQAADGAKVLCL
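ATP-depletion format; final 35 uM ATP, 100 uM D-galactose, 5 nM enzyme; pH 8.0 HEPES/Mg2+ buffer; 60 min RT; luminescence read 10 min after detection reagent.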
A-T KAP1 phos: qHTS Assay for Identifying a Potential Treatment of Ataxia-Telangiectasia; […] A-T fibroblasts, KAP-1 phosphorylation AlphaLISA; neocarzinostatin DNA damage 30 min before lysis; Potency, µM (top dose mostly 57.5 µM), for inactives: top-dose activation, usual class: activators; 320,000 compounds, 0.19% hits; AID 485349, 2010; further: potency means the concentration at half of the fitted maximal effect; % of control where 0% means no effect; nearly all actives have a fitted effect of over 45% in size
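hTERT-immortalized A-T patient fibroblasts ([…]), 500 cells/well in OPTI-MEM, 1% FBS, got compounds for 60 min, then NCS for 30 min at 37C. Lysates were then assayed for phospho-KAP-1 by AlphaLISA (anti-pKAP1 donor, anti-KAP1 acceptor beads), 6 hr at 25C.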
Giardia kill: Small Molecules that selectively kill Giardia lamblia: qHTS; Giardia lamblia trophozoite viability; activity change, % at 7.66 µM, hits read low; 340,000 compounds, 0.15% hits; in the data active means activity change below about -80%; inconclusive means between about -30% and that limit;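 further: parasites exposed to compound for two days anaerobically before the ATP read; on the % scale 0 is the no-effect control and ±100 the full control effect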
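Giardia lamblia trophozoites (100 cells/well) were incubated with compounds for 48 h at 37 deg C under anaerobic conditions. Viability was read as ATP content by one-step luminescence after 15-30 min at room temperature.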
Starred values were filed as active, the others as inactive; i = inactive; u = inconclusive; x = no result given; [ ] = dose if it differs, or a comment. Unless noted, the call rests on the fitted dose curve; in most records, active means well fitted curve in the direction sought with a large enough effect; inconclusive means small, poorly fitted or top-dose-only effect, or another doubt; inactive means no such curve, though single readings can be large; an effect the other way counts as inactive or inconclusive. This is a random part of the collection; about 1.6% have a hit in one of these screens.

compound,Tb PFK inh,FBPA coupling cs,CXXC DNA block,BCR signal inh,KCNH2 WT inh,TSHR antag,TCR activator,GALK inhibitor,A-T KAP1 phos,Giardia kill
Cc1ccc(NC(=O)CN(C)C(=O)COC(=O)c2nc3nccc(C)n3n2)cc1,-13.9%,x,x,-5.9%,0.4,2.4,-0.4%,x,-7.6%,6.0
CCc1nnc(NC(=O)Nc2ccccc2OC)s1,0.1%,-1.3,-3.4%,0.0%,1.2,-4.1,4.2%,-1.2%,-4.7%,-2.7
Cc1ccc2nc(COC(=O)c3cnccn3)cc(=O)n2c1,1.9%,x,x,1.3%,4.4,6.0,1.1%,x,0.1%,21.4
C/C(CCN1CCCCc2nc(C)c(C)cc21)=N\OC[C@@H](O)[C@H]1O[C@@H]2OC(C)(C)O[C@@H]2[C@H]1O,-8.7%,0.0,18.2%,2.3%,x,20.7,x,x,-8.9%,x
c1cn(CCCNc2ncnc3sc4c(c23)CCC4)cn1,2.1%,-4.3,-8.8%,-0.1%,-3.8,1.3,0.4%,1.2%,23.6%,-16.9
Cc1cccc(C)c1NC(=O)CN1C(=O)CCSc2ccc(S(=O)(=O)N3CCCC3)cc21,1.8%,x,0.3%,8.1%,-5.9,-14.0,-1.8%,-4.5%,4.8%,12.0
O=C(COC(=O)Cn1cc(C(F)(F)F)ccc1=O)NCc1ccccc1,18.0%,x,x,u,2.4,-0.6,5.0%,x,15.6%,7.5
CCn1nc(C(=O)OCC(=O)Nc2ncc(Cl)c(C)c2Cl)c2ccccc2c1=O,-9.8%,3.7,2.9%,-1.2%,21.4,-8.9,-1.4%[46.1 µM],-1.0%,-3.3%,7.5
O=C(c1ccc2c(c1)OCO2)N1CCN(c2ccc(F)cc2)CC1,-9.1%,1.3,19.8%,-2.6%,-6.5,0.3,4.0%,3.5%,0.0%,-12.4
O=C1Nc2ccccc2C1C(C[N+](=O)[O-])c1ccccc1 (stereo not drawn),-0.5%,-4.2,9.4%,-2.0%,9.9,-7.5,0.4%,4.5%,2.2%,1.9
COCCn1nnnc1C(c1cccs1)N1CCCC(C)C1 (stereo not drawn),1.3%,2.2,7.9%,8.3%,-4.4,-7.4,-1.2%,1.3%,0.1%,-2.9
Cc1ccc(CNC(=O)C2CSC3(C)CCC(=O)N23)cc1 (stereo not drawn),3.4%,x,x,6.3%,1.7,-1.9,1.7%,x,-1.8%,-6.8
Cc1ccc(C(=O)N/N=C\C2CC=CCC2)cc1[N+](=O)[O-] (stereo not drawn),-7.8%,x,15.6%,-14.7%,11.9,7.5,-1.9%,-2.6%,0.9%,7.5
Cc1cc(OCc2cc(C(=O)N(Cc3nccn3C)C(C)C)no2)cc(C)c1Cl,3.0%,x,30.6%[activator],5.7%,-5.3,-5.2,-3.8%,0.2%,0.6%,3.9
CN(Cc1cccs1)C(=O)c1ccc(S(=O)(=O)NCc2ccco2)cc1,-1.8%,2.1,-7.0%,-3.3%,3.4,3.0,4.1%,-0.1%,-31.8%,-22.5
Cc1cccc(NC(=S)Nc2ccc(N3CCOCC3)cc2)c1C,6.5%,4.6,-5.1%,3.4%,0.3,12.4,-0.2%[46.1 µM],-0.6%,16.3%,-6.7
Cc1ccccc1NC(=O)COC(=O)CCC(=O)c1cccs1,-12.7%,x,x,u,20.9,-9.3,-10.7%,x,2.6%,-12.2
O=C(Oc1ccc(C(=S)N2CCC(O)CC2)cc1)c1ccc(Cl)cc1,-4.5%,0.0,2.4%,-2.3%,i,-3.7,-4.1%,3.6%,-0.8%,-8.4
Cc1cc(C(=O)N/N=C/c2cccnc2)c(C)o1,1.8%,-0.7,-3.2%,u,-3.0,-4.1,5.2%,-2.1%,-1.4%,-14.3
Cn1c(SCC(=O)Nc2ccc3c(c2)OCCO3)nnc1-c1cccnc1,2.0%,x,x,-1.4%,1.8,-0.2,0.3%,x,-6.0%,4.3
Cc1cc(C)cc(NC(=O)Cn2nnc(C(=O)NCc3ccco3)c2N)c1,0.5%,2.3,15.6%,-17.4%,3.8,11.4,3.9%,-1.6%,11.5%,2.6
CCOc1ncccc1C(=O)NCc1ccccc1Cl,0.4%,3.9,14.7%,1.8%,-15.1,-3.7,-4.2%,11.9%,23.9%,2.6
CCN1CCN(C(=O)C23CCC(C)(C(=O)C2Br)C3(C)C)CC1 (stereo not drawn),-9.3%,4.1,-5.2%,-1.2%,-1.2,4.3,-2.0%,-1.6%,19.1%,-29.4
CC(C)(C)c1ccc(C(=O)NCCCn2ccnc2)cc1,-3.0%,-2.1,15.8%,-3.6%,2.4,15.3,-1.8%,-1.2%,0.0%,-0.5
COc1ccc(N2CCN(S(=O)(=O)c3cc(C)ccc3OC)CC2)cc1,-0.5%,0.7,-9.1%,-9.8%,0.0,5.9,-0.7%,4.2%,-5.8%,-10.4
Cc1ccc(C)n1-c1ccc(C(=O)NCc2cccnc2)cc1,1.9%,1.8,14.1%,-0.3%,x,-2.4,x,-6.1%,-9.9%,x
Cc1sc(NC(=O)CN2CCOCC2)c(C(=O)c2ccccc2)c1C,0.2%,2.0,-6.4%,7.3%,-2.1,13.5,3.0%,4.4%,-1.9%,11.5
CN(CCOc1ccc(Cl)cc1)C(=O)c1cc(-c2ccco2)nc2ccccc12,-5.1%,x,x,u,6.3,-19.6,2.9%,x,3.8%,1.4
Cc1conc1NC(c1cccs1)c1ccc2cccnc2c1O (stereo not drawn),-1.7%,-5.8,-8.8%,u,x,-2.6,x,-0.5%,7.5%,x
O=C(O)C1C2CCC(O2)C1C(=O)Nc1ccc(F)cc1 (stereo not drawn),0.8%,4.6,-5.1%,6.1%,1.7,0.4,-4.8%,2.3%,1.7%,-6.6
COCc1nc2oc3ccc(C)cc3c(=O)c2cc1C(=O)OC,-1.0%,2.3,2.3%,5.7%,-4.3,-4.5,-4.9%,7.1%,-5.9%,-7.5
Cc1nc2c(-c3ccccc3)c(C)nn2c(SCC(N)=O)c1Cc1ccccc1,1.1%,0.9,-6.3%,-5.3%,1.4,-8.4,-0.7%,1.3%,-8.8%,-3.5
CCn1c(SCc2ccc(OC)cc2)nnc1-c1ccncc1,9.6%,-0.6,1.3%,u,-0.9,3.6,-6.7%,-0.3%,-0.5%,-8.3
O=C1N=C2SCCN2/C1=C\c1c(Cl)cccc1Cl,6.4%[0.46 µM],2.6,17.7%,0.2%,-4.9,-17.2,-2.2%,-2.9%,-7.1%,2.5
Cc1nn(Cc2cccc(C(=O)NC34CC5CC(CC(C5)C3)C4)c2)c(C)c1Br,1.7%,-0.7,8.3%,u,1.2,-5.3,-6.3%[46.1 µM],-1.1%,1.3%,-1.8
Cc1cccc(N2CCN(c3cccc(C)c3)C2c2cccnc2)c1,-1.5%,-0.5,4.8%,29.6%,0.8,-13.8,-1.5%,-0.2%,0.6%,2.2
CCCCOc1ccc(-c2nnc(-c3ccco3)o2)cc1,-2.0%,-0.4,4.9%,u,7.5,-13.1,-1.0%,-0.2%,19.6%,1.8
C=CCNC(=S)Nc1ccc2nc(C)c(C)nc2c1,0.2%,-1.8,-2.2%,-5.4%,4.9,1.9,-6.6%,1.8%,-6.0%,0.0
COc1ccc(C(CNC(=O)C(C)Oc2ccc(Br)cc2)N2CCOCC2)cc1 (stereo not drawn),4.4%,x,x,-0.4%,-17.0,-1.0,-1.2%,x,5.8%,9.8
O=C(N/N=C/c1cccnc1)C1CC1(c1ccccc1)c1ccccc1 (stereo not drawn),3.9%,0.0,-5.4%,u,-0.8,-1.5,-2.8%,-0.4%,2.0%,-1.9
CC(C)=CCN1CCN(Cc2cccn2-c2nccs2)CC1CCO (stereo not drawn),-11.4%,3.5,u,-23.5%,37.0,7.4,2.2%,7.3%,-3.1%,-1.8
CC1CCc2nc3ccc(S(=O)(=O)N4CCC(C(=O)N5CCCCC5)CC4)cc3c(C(=O)O)c2C1 (stereo not drawn),-1.9%,0.1,-13.6%,11.1%,-3.7,-10.8,0.4%,1.1%,-5.2%,31.7[activator]

Source: PubChem (National Center for Advancing Translational Sciences (NCATS))
